Compound activity deposited in PubChem BioAssay by several laboratories.
Mcl1-Noxa inh – Mcl-1/Noxa binding inhibitors, primary screen, biochemical, TR-FRET, 1536-well; Induced myeloid leukemia cell differentiation protein Mcl-1 (Homo sapiens), Q07820; TR-FRET Mcl-1/Noxa peptide binding, 2 h; inhibition, % at 21.7 µM; 220,000 compounds, 1.5% hits; AID 1022, 2008;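 active means compounds that cut the protein-peptide binding signal by more than 50% relative to plate controls in a single-dose test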;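 further: His-tagged Mcl-1 with rhodamine Noxa BH3 peptide and terbium anti-His antibody; 0% = Mcl-1 plus Noxa peptide wells and 100% = peptide-only wells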
Target sequence (Q07820 whole entry, looked up): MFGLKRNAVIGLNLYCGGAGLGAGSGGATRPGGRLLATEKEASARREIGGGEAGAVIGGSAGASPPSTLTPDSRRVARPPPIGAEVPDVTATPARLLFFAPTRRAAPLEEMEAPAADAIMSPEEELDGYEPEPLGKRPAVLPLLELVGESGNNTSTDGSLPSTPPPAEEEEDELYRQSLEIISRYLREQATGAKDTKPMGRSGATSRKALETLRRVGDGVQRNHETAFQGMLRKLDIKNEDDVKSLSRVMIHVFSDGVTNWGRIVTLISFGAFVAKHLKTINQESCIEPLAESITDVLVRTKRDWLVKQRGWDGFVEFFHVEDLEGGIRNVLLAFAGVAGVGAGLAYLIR
Pf gamet viab – late stage P. falciparum gametocyte viability inhibitors, primary screen, ATP luminescence, HTS; 150,000 compounds, 0.065% hits; P. falciparum stage V gametocytes, 24 h; AID 743093, 2013; inhibition, % at 10.9 µM;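 active means inhibition above the mean plus 3 SD of compounds within the control limits, set per campaign, cut at about 38% in these data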;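 further: 0% = DMSO wells and 100% = medium only without gametocytes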
Avidin fluor – green autofluorescence of compounds with avidin beads – biophysical, 488/530 nm, flow cytometry, artefact control, profiling panel. 220,000 compounds, 0.38% hits. AID 1775, 2009. fluorescence (KMESF) at 10 µM. compound fluorescence 488/530 nm; active compounds read high; in the data active means fluorescence above about 47; further: inactives centre near 10
* hit, by the source's call; & = joins results of further samples. Not all compounds are listed (hit frequency here may not be typical).

1) COc1cc2c(cc1OC)CN(C(=O)c1ccc(S(=O)(=O)N3CCCC3)cc1)CC2
2) COC(=O)[C@H](Cc1ccccc1)NC(=O)N(C)Cc1ccccc1
3) Cc1nn(C)c(C(=O)Sc2ccccc2)c1[N+](=O)[O-]
4) O=C(CCS(=O)(=O)c1ccccc1)Nc1nc2cc3c(cc2s1)OCO3
5) CCCCNC(=O)c1cc2cc(CC)ccc2[nH]1

entry no.	1	2	3	4	5
Mcl1-Noxa inh	2.2	17.3	-0.9	-14.9	-6.7
Pf gamet viab	-4.0	15.1	9.0	-10.7	10.0
Avidin fluor	25	3	8	6	7

Reprinted from the part before: 4 compounds, followed by the next part.
2) COC(=O)[C@H](Cc1ccccc1)NC(=O)N(C)Cc1ccccc1
3) Cc1nn(C)c(C(=O)Sc2ccccc2)c1[N+](=O)[O-]
4) O=C(CCS(=O)(=O)c1ccccc1)Nc1nc2cc3c(cc2s1)OCO3
5) CCCCNC(=O)c1cc2cc(CC)ccc2[nH]1
6) NNC(=O)c1cc(-c2ccc(N)cc2)nc2ccc(Br)cc12
7) COc1ccc(C(=O)NCCn2cc(SCC(N)=O)c3ccccc32)cc1
8) CC(=O)Oc1cc2oc(=O)cc(C)c2cc1Cl
9) Cc1ccc2nc(C)c3c(c2c1)N(c1ccc(F)cc1)CC3
10) O=C(NCCN1C(=O)S/C(=C\c2cccnc2)C1=O)c1ccc(S(=O)(=O)N2CCCC2)cc1

entry no.	2	3	4	5	6	7	8	9	10
Mcl1-Noxa inh	17.3	-0.9	-14.9	-6.7	-3.0	-17.2	8.7	-9.4	-9.7
Pf gamet viab	15.1	9.0	-10.7	10.0	-1.8	-12.3	3.2	-4.8	12.2
Avidin fluor	3	8	6	7	8	8	5	7	8

11) Cc1cc[n+](-c2[nH]c(=O)sc2/C=N/N=C(\[O-])c2ccccc2)cc1
12) CCOc1ccc(CCNc2nc3ccccc3n3cnnc23)cc1OCC
13) CN(C)C(=O)c1coc2nc3ccccc3nc12
14) CCCn1c(=N)n(CC(O)COc2ccc(C)cc2)c2ccccc21 (centres undefined)
15) O=C(O)CCC(=O)N1N=C(c2ccccc2)CC1c1cccs1 (centres undefined)

entry no.	11	12	13	14	15
Mcl1-Noxa inh	31.7	2.6	9.5	3.7	12.3
Pf gamet viab	3.8	-1.4	24.2	-8.1	-16.6
Avidin fluor	9	5	5	3	7

16) CC(=O)Nc1ccc(S(=O)(=O)NC(C(=O)O)C(C)O)cc1 (centres undefined)
17) O=C(CN1C(=O)c2ccccc2C1=O)N1CCN=C1c1ccccc1
18) NS(=O)(=O)c1ccc(NC(=O)c2ccc(S(=O)(=O)N3CCOCC3)o2)cc1
19) CCC(C)[C@H](NC(=O)NCCC1=CCCCC1)C(=O)OC (some centres undefined)
20) Cc1ccc2cc(COC(=O)c3cccc([N+](=O)[O-])c3)c(=O)[nH]c2c1

entry no.	16	17	18	19	20
Mcl1-Noxa inh	3.0	16.2	-13.1	0.2	8.0
Pf gamet viab	-11.5	16.1	14.3	-15.2	20.5
Avidin fluor	9	8	6	9	5

21) O=C(NCc1ccco1)C1CC(c2ccc(F)cc2)=NO1 (centres undefined)
22) O=S(=O)(NCc1c(Cl)cccc1Oc1ccccc1)c1ccc(F)cc1
23) COc1ccc(S(=O)(=O)N2CCCC2c2cccs2)cc1 (centres undefined)
24) C/C(=N\O)C(=O)Nc1ccccc1
25) CCc1nnc(NS(=O)(=O)c2ccc(NC(=S)NC(=O)/C=C/c3ccc([N+](=O)[O-])cc3)cc2)s1

entry no.	21	22	23	24	25
Mcl1-Noxa inh	1.0	-25.1	12.0	1.8	-6.2
Pf gamet viab	5.1	5.9	-1.2	-13.1	4.6
Avidin fluor	6	6	8	7	6

26) COc1cc(C(=O)Nc2nc(C)cc(C)n2)cc(OC)c1OC
27) CC(C)CCNC(=O)c1ccc2c(SCC(=O)O)c3c(nc2c1)CCC3
28) O=C1OCc2ccc(NC(=O)c3sccc3Cl)cc21
29) O=[N+]([O-])c1ccc2nc(-c3ccncc3)[nH]c2c1
30) c1ccc2c(c1)Nc1cc3ccccc3cc1S2

entry no.	26	27	28	29	30
Mcl1-Noxa inh	-4.2	0.3	-27.2	19.5	8.7
Pf gamet viab	-16.1	20.5	-5.7	-12.0	-31.9
Avidin fluor	6	6	6	7	4

31) Cc1nc(N)sc1C(=O)N1N=N1
32) COc1ccccc1NS(=O)(=O)c1ccc(C)c(NC(=O)NCCCl)c1
33) CN(c1ccccc1)S(=O)(=O)c1cccc(NC(=O)c2ccc3ncsc3c2)c1
34) O=C(N/N=C/c1sc(=O)[nH]c1-[n+]1ccccc1)c1ccccc1[O-]
35) CCOC(=O)C1=NN(C(C)=O)C2C(=O)N(CC)C(=O)C12 (centres undefined)

entry no.	31	32	33	34	35
Mcl1-Noxa inh	15.1	14.6	-3.0	6.6	-8.9
Pf gamet viab	17.7	-11.7	7.2	-15.3	7.9
Avidin fluor	7	3	2	9	4

Five entries drawn at random from the list so far:
35) CCOC(=O)C1=NN(C(C)=O)C2C(=O)N(CC)C(=O)C12 (centres undefined)
31) Cc1nc(N)sc1C(=O)N1N=N1
34) O=C(N/N=C/c1sc(=O)[nH]c1-[n+]1ccccc1)c1ccccc1[O-]
33) CN(c1ccccc1)S(=O)(=O)c1cccc(NC(=O)c2ccc3ncsc3c2)c1
32) COc1ccccc1NS(=O)(=O)c1ccc(C)c(NC(=O)NCCCl)c1

entry no.	35	31	34	33	32
Mcl1-Noxa inh	-8.9	15.1	6.6	-3.0	14.6
Pf gamet viab	7.9	17.7	-15.3	7.2	-11.7
Avidin fluor	4	7	9	2	3

Continuation.
36) Clc1ccc(-c2cn(-c3ccc(Cl)cc3)c3[n+]2CCCCC3)cc1
37) COC(=O)c1ccc(C23CC4(C2)[C@H](CN(Cc2ccc(C(F)(F)F)cc2)[C@@H]4c2ccccc2)C3c2ccc(Cl)nc2)cc1 (some centres undefined)
38) CC1(C)Cc2c(c(N3CCOCC3)nc3sc4c(NCC5CCCO5)nnnc4c23)CS1 (centres undefined)
39) C/C(Cc1ccccc1)=N\NC(=O)CNC(=O)c1ccccc1O
40) O=C1COc2ccc(S(=O)(=O)N3CCc4ccccc43)cc2N1

entry no.	36	37	38	39	40
Mcl1-Noxa inh	6.8	13.1	1.5	-12.1	5.2
Pf gamet viab	-11.5	4.4	-13.2	15.0	5.9
Avidin fluor	5	7	6	7	9

41) COc1ccc(CN(C(=O)c2cccc(OC)c2)C2CCS(=O)(=O)C2)cc1 (centres undefined)
42) COc1cccc(-c2nc(N)nc(SC)c2C#N)c1
43) O=C(N/N=C/c1ccc([N+](=O)[O-])o1)c1sc2ccccc2c1Cl
44) COCC(=O)Nc1ccc2nc3n(c(=O)c2c1)CCCCC3
45) CCN(CC)S(=O)(=O)c1ccc(NC=C(C#N)C#N)cc1

entry no.	41	42	43	44	45
Mcl1-Noxa inh	-17.5	12.5	-14.0	0.2	-5.4
Pf gamet viab	-6.9	-6.2	5.7	-22.0	-7.6
Avidin fluor	3	7	7	4	8

46) O=C(N/N=C/c1cc(Cl)cc([N+](=O)[O-])c1O)c1ccccc1NS(=O)(=O)c1cccs1
47) Cc1c(Cl)cccc1S(=O)(=O)Nc1ccnn1C
48) CCOP(=O)(OCC)C(NC(=O)Nc1ccc(C)cc1)C(N)=O (centres undefined)
49) CC(=O)NC(N(C#N)c1nc(Cl)nc(N(C)C)n1)C(Cl)(Cl)Cl (centres undefined)
50) N#CCCN(Cc1ccccc1)C(=O)c1cccs1

entry no.	46	47	48	49	50
Mcl1-Noxa inh	20.2	6.6	6.8	15.3	7.3
Pf gamet viab	37.4	17.3	-6.9	-1.4	0.9
Avidin fluor	11	6	3	8	8

51) O=C1[C@@H]2C(c3cccnc3)=NO[C@@H]2C(=O)N1c1ccc(Cl)cc1Cl
52) O=C(O)/C=C/c1ccc(S(=O)(=O)N2CCN(CCN3C(=O)C4C5C=CC(C5)C4C3=O)CC2)cc1 (centres undefined)
53) Cc1nn(C)c2ncc(C(N)=O)c(Oc3cccnc3)c12
54) c1ccc2cc(OCCOCCOc3ccc4ccccc4c3)ccc2c1
55) Cc1onc(-c2ccccc2)c1CNC(=O)CN1C(=O)c2ccccc2C1=O

entry no.	51	52	53	54	55
Mcl1-Noxa inh	-0.3	-14.5	-1.2	-20.9	4.8
Pf gamet viab	-8.6	9.3	3.9	-8.1	-8.2
Avidin fluor	6	8	5	3	4

56) Cc1ccc2cc(/C=C/C(=O)c3ccco3)c(Cl)nc2c1
57) Cc1ccc(NC(=O)N2CCCC(c3nc(-c4ccc(F)cc4)no3)C2)cc1 (centres undefined)
58) CC12CCC(C(=O)N(CC(O)CN3CCN(Cc4ccccc4)CC3)C1=O)C2(C)C (centres undefined)
59) CN(C)CCCNc1nc2sc3c(c2c(=O)n1CCc1ccccc1)CCCCC3
60) CCCc1cc(=O)oc2c(CN(CC)CC)c(O)c(Cl)cc12

entry no.	56	57	58	59	60
Mcl1-Noxa inh	9.5	3.2	14.5	4.2	6.4
Pf gamet viab	-1.6	11.2	-16.6	-18.9	-9.2
Avidin fluor	6	8	6	7	7

(more compounds)
Under each structure – Mcl1-Noxa inh, Pf gamet viab, Avidin fluor
#61 COc1cc(Br)c(Br)c(Br)c1N
→ -2.0, -18.8, 9
#62 Cc1nc2ccccn2c1-c1ccnc(=S)[nH]1
→ 57.3*, 16.7, 5
#63 COc1ccc2cc3c(N)nn(C(=O)Cc4c[nH]c5ccccc45)c3nc2c1
→ 23.2, 2.5, 7
#64 Cc1cc(C)c(-n2nnnc2SCC(=O)c2cccs2)c(C)c1
→ 22.0, 5.0, 5
#65 O=S(=O)(c1cccc(C(F)(F)F)c1)N1CCCC1c1cccnc1 (centres undefined)
→ -10.9, -1.6, 3
#66 CCc1nnc(N2C(=O)c3ccccc3C2(O)c2ccccc2)s1 (centres undefined)
→ 4.2, 3.4, 6
#67 Nc1nc(C23CC4CC(CC(C4)C2)C3)[nH]c(=O)n1
→ 24.4, 19.3, 4
#68 Cc1cc(C[n+]2cc(Cl)ccc2N)c2ncccc2c1
→ 3.0, 6.9, 8
#69 O=c1oc(-c2cccc(C(F)(F)F)c2)nn1-c1ccc(C(F)(F)F)cn1
→ -9.2, -1.9, 3
#70 O=C(Oc1ccccc1)c1cccnc1Oc1ccccc1
→ -0.1, -28.2, 4
#71 CCOc1cc(/C=N/NC(=O)c2cc(C)n(-c3ccc(F)cc3)c2C)ccc1O
→ 12.0, -1.7, 2
#72 O=C(Nc1cccc2ccccc12)N1N=CCC1c1ccccc1 (centres undefined)
→ 29.5, 11.3, 9
#73 COC(=O)c1cc2c(s1)-c1ccc(OC)cc1CC2
→ 3.6, -6.7, 3
#74 NS(=O)(=O)c1ccc(NC(=O)Nc2ccc(S(N)(=O)=O)cc2)cc1
→ -8.8, -19.2, 8
#75 O=C(CSc1ccccc1)NC1=NCCS1
→ -11.0, -4.6, 6
#76 COc1ccc(OCC(=O)O/N=C(\N)c2ccc(OC)cc2)cc1
→ 11.9, -15.5, 7
#77 CC(=O)Nc1ccc(S(=O)(=O)Nc2nc3ccccc3nc2-n2ccc(=NC(=O)c3ccccc3)cc2)cc1
→ 3.3, -6.5, 8
#78 COc1ccc(C2c3[nH]c4ccccc4c3CCN2C(=O)Cc2nonc2C)c(F)c1 (centres undefined)
→ -3.4, -2.6, 10
#79 O=C(N/N=C\c1cn[nH]c1-c1ccc(Cl)cc1)c1cccs1
→ -5.6, 4.4, 39
#80 COc1ccc([C@H]2C=C(C(=O)O)O[C@@H](OCc3ccc(CO)cc3)C2)cc1
→ 2.1, 7.8, 8
#81 O=C(c1ccc(CSc2nc3ccncc3[nH]2)cc1)N1CCCCCC1
→ 12.6, -5.6, 5
#82 COc1ccc(/C(C)=N/NC(=O)C(NC(=O)c2ccccc2)c2n[nH]c(=O)c3ccccc23)c(OC)c1 (centres undefined)
→ 1.8, 16.8, 9
#83 O=C(Nc1ccc2c(c1)OCCO2)c1ccoc1
→ 2.5, -5.7, 18
#84 Cc1ccccc1NC(=O)c1ccccn1
→ 7.5, 18.6, 6
#85 CCC/C(C)=N\Nc1nc2c(c(=O)n(C)c(=O)n2C)n1C
→ -11.1, -5.0, 6
#86 Cc1ccc(-c2[nH]ncc2CNCCc2cnn(-c3ccccc3)c2)cc1C
→ 17.2, 1.2, 4
#87 Cc1ccc(O)c(-c2cc(C(=O)Nc3cccnc3)[nH]n2)c1
→ 6.8, 1.9, 8
#88 O=C(O)CC1(CC(=O)Nc2ccc3c(c2)OCCCO3)CCCCC1
→ -11.2, -14.5, 4
#89 Cc1ccc2c(C)c(C(=O)N3CCC(N4CCC(C(=O)NC5CC5)CC4)CC3)oc2c1
→ 3.2, -0.7, 8
#90 COc1ccc(C(=O)N2CC(c3ccccc3)CC2=O)cc1 (centres undefined)
→ -8.9, 3.9, 6
#91 CC1(C)c2cc(Cl)ccc2-n2c1cc(O)c(-c1ccccc1)c2=O
→ 9.2, -3.6, 7
#92 CCC(C)NC(=O)C1=CCN(S(=O)(=O)c2ccc(C)cc2)CC1 (centres undefined)
→ 0.3, 10.4, 4
#93 O=C(NC(=S)Nc1ccc(CN2CCCCC2)cc1)c1cc2ccccc2o1
→ 11.5, 7.7, 7
#94 COc1ccc(C(=S)N2CCN(c3cccc(Cl)c3)CC2)cc1
→ 9.6&-5.3, 7.4, 3&8
#95 COc1ccc(Nc2nc(N)nc(CSC(=S)N3CCCCC3C)n2)cc1 (centres undefined)
→ 5.8, -7.8, 3
#96 O=C(c1[nH]ncc1-c1ccccc1)C1CO1 (centres undefined)
→ -1.4, 13.9, 8
